Screening results (PubChem BioAssay)
UGM FP inh = M. tuberculosis UGM enzyme inhibitors, primary screen, biochemical, fluorescence polarization, single point. purified UGM, fluorescence polarization probe displacement. inhibition, % at 10 µM. 320,000 tested, 0.06% active; in the data active means inhibition above about 10%, passing the limit was not always enough; inconclusive means no clear call, values can overlap the other calls
Target sequence (P9WIQ1 whole entry, looked up): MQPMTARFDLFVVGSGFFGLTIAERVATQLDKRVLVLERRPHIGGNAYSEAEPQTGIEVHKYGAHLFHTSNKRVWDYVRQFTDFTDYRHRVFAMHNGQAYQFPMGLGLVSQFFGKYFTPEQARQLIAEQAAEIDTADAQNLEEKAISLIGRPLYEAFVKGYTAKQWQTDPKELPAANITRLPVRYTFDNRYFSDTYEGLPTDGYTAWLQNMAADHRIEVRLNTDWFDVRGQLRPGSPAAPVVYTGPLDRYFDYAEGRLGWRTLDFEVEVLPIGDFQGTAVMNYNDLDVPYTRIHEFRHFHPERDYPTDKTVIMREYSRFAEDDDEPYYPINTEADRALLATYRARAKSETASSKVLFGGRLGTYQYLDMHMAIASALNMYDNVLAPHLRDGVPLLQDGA
CCHF vOTU inh = CCHFV vOTU protease inhibitors, primary screen, biochemical, Pep-AMC substrate, fluorescence; inhibition, % at 11.5 µM; 370,000 tested, 0.55% active; further: 0% = vehicle wells with enzyme and 100% = no enzyme wells
PrPC TRFRET = inhibitors of human cell surface prion protein PrPC, primary screen, cell-based, TR-FRET; inhibition, % at 13.8 µM; Major prion protein (Homo sapiens), P04156; TR-FRET read-out; 370,000 tested, 0.43% active; in the data active means inhibition above about 24%; further: 0% = median of the test wells and 100% = reference compound wells
FBA Mtb inh = Mtb FBA enzyme inhibitors, primary screen, biochemical, fluorescence, strain H37Rv. inhibition, % at 1 µM. Fructose-bisphosphate aldolase (Mycobacterium tuberculosis (strain ATCC 25618 / H37Rv)), …. purified M. tuberculosis FBA, fluorescence read-out. 360,000 tested, 2.3% active; in the data active means inhibition above about 27%;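 further: 0% = vehicle and 100% = reference inhibitor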
Target sequence (P9WQA3 whole entry, looked up): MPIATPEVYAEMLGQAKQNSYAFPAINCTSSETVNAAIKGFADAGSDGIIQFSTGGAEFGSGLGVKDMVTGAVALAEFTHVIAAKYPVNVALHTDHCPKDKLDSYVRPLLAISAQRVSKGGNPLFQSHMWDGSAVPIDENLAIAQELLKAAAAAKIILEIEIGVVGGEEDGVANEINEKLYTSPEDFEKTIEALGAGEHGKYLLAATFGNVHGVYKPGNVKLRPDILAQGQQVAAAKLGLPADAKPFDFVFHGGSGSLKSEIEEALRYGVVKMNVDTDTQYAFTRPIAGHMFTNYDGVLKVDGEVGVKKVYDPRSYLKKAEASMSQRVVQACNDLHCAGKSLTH
BioA inh = M. tuberculosis BioA enzyme inhibitors, primary screen, biochemical, plate reader, single point, HTS. 7,8-diaminopelargonic acid synthase BioA (Mycobacterium tuberculosis). purified M. tuberculosis BioA enzyme. inhibition, % at 9.99 µM. 360,000 tested, 0.096% active; in the data active means inhibition above about 40%; inconclusive means no clear call, values can overlap the other calls
BoNT-A LC inh2 = BoNT/A light chain protease inhibitors, primary screen, biochemical, flow cytometry, MLPCN library; multiplex microsphere protease substrate cleavage; Botulinum neurotoxin type A light chain protease (Clostridium botulinum A str. ATCC 3502); inhibition, % at 10 µM; AID 588499, 2011; 360,000 tested, 0.17% active; in the data active means inhibition above about 30%; inconclusive means no clear call, values can overlap the other calls; further: plate controls were buffer without enzyme for full effect and enzyme alone for no effect
FadD28 FP inh = inhibitors of FadD28 bisubstrate probe binding, primary screen, biochemical, fluorescence polarization, single point | 360,000 tested, 0.22% active | inhibition, % at 12.5 µM | AID 588549, 2011; in the data active means inhibition above about 8.5%, passing the limit was not always enough; inconclusive means no clear call, values can overlap the other calls
BoNT-F LC inh = BoNT/F light chain protease inhibitors, primary screen, biochemical, flow cytometry, MLPCN library; Botulinum neurotoxin type F light chain protease (Clostridium botulinum); Multiplex microsphere protease cleavage assay; inhibition, % at 10 µM; 360,000 tested, 0.22% active; AID 588497, 2011; in the data active means inhibition above about 35%, passing the limit was not always enough; inconclusive means no clear call, values can overlap the other calls; further: plate controls were buffer without enzyme for full effect and enzyme alone for no effect
GDH-TPI counter = GDH-TPI coupling enzyme inhibitors, primary screen, artefact control for M. tuberculosis FBA inhibitor project, biochemical, absorbance, full deck; AID 588335, 2011; inhibition, % at 4.8 µM; 360,000 tested, 1.2% active; GDH-TPI coupled enzyme counterscreen, NADH absorbance;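 further: 0% = DMSO wells and 100% = wells lacking the enzyme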
* marks the source's active call; other numbers are inactive results; ? = inconclusive; / = not tested or not shown. Unless noted, no stated cut-off is given here; in the data, active means inhibition above about 30%; inactive means the rest. Outcome played no part in choosing rows, and some 4.8% of all compounds hit somewhere here.

Every second line gives: FBA Mtb inh, FadD28 FP inh, PrPC TRFRET, BoNT-A LC inh2, GDH-TPI counter, UGM FP inh, BoNT-F LC inh, CCHF vOTU inh, BioA inh
CNC(=O)C(=O)Nc1cc2c3c(c1)CCC(=O)N3CCC2
  -1, -0.6, -1, 0.1, 2, -0.7, -2, -7, -1.3
Cc1noc(NS(=O)(=O)c2ccc(NC(=O)CSc3nnc4c(n3)[nH]c3ccccc34)cc2)c1C
  -5, -9.8, -8, -0.6, 4, -1.1, 4, 12, /
Cc1nn(CCCC(=O)Nc2cnn(Cc3ccc(F)cc3)c2)c(C)c1[N+](=O)[O-]
  4, -1.9, 0, -0.6, 10, 4.7, -2, -6, -0.1
CCOCCn1c(-c2ccccc2)nc2ccccc21
  4, -0.2, 0, 2.6, 1, 0.6, 65*, -8, 0.3
COCCn1c(=O)[nH]c(=O)c2c1nc(-c1ccc(-c3ccc(Cl)cc3[N+](=O)[O-])o1)n2Cc1ccccc1
  4, 1.4, -14, -0.3, 15, -0.9, -12, 11, /
CCOC(=O)c1c(-c2ccccc2)csc1NC(=O)c1cc(-c2ccccc2OC)on1
  -3, -3.8, 2, -1.4, 15, 1.2, -6, 12, /
Cc1sc2ncn(CC(=O)NCC(=O)N3CCN(c4ccc(F)cc4)CC3)c(=O)c2c1C
  4, -0.5, -3, -1.1, 0, -3.8, -5, 7, 0.0
CCn1c(C)nc2cc(C(=O)NNC(=O)c3ccc(Cl)nc3)ccc21
  -3, -4.7, 2, -0.9, 5, -1.6, -8, -9, -3.9
COCCN1C(=O)N(c2ccccc2)C(=O)C1CC(=O)Nc1cc(OC)cc(OC)c1 (configuration not stated)
  0, -2.2, -5, -3.4, 18, 3.0, 17, -5, -0.7
CCc1c(C)[nH]c2c(C)cccc2c1=O
  -1, -1.3, -2, 0.2, 12, -1.7, 6, 0, -0.1
Cc1nn2c(CN(C(=O)c3ccco3)c3ccccc3)nnc2c2ccccc12
  7, -3.1, 0, -0.3, -3, /, -1, 6, /
CCN1CCN(CCCNC(=O)c2cc3c(=O)[nH]c4ccccc4c3s2)CC1
  89*, -0.4, -10, 0.4, 7, 0.2, -1, -60, 1.6
COCCN(Cc1cc2cc(C)ccc2n2nnnc12)C(=S)Nc1ccc(OC)cc1
  -3, -4.3, -2, 0.2, -10, /, 7, -6, /
COc1ccc(-c2cc(C(=O)N/N=C(\C)c3cccnc3)c3ccccc3n2)cc1
  13, -1.2, 5, 0.1, 9, -4.4, 6, -21, -3.5
O=C(Nc1ccc(F)c(F)c1)c1cnc(-c2ccccc2)nc1-c1ccccc1
  4, -0.1, -7, ?, 0, 1.5, ?, -2, -2.2
Cc1cccc(NC(=O)COC(=O)CCc2ccc(S(=O)(=O)N3CCOCC3)cc2)c1C
  0, -1.7, 8, -0.1, 7, 0.8, -1, 3, -0.5
CC1CCc2nc(NC(=O)c3ccco3)sc2C1 (configuration not stated)
  6, -3.7, 1, 0.1, 17, -0.4, 8, 6, -0.6
Cc1ccc(S(=O)(=O)N2CCN(S(=O)(=O)N3CCOCC3)CC2)c(C)c1
  7, -0.3, 0, -0.5, 5, 0.4, -18, 6, -0.6
CC(=O)c1c(C)[nH]c(C(=O)OCC(=O)Nc2sc3c(c2C#N)CCCC3)c1C
  -2, -1.6, -1, 0.6, 9, -0.8, -2, -4, /
Cc1cc(OCC(=O)Nc2cnn(CCCC(=O)O)c2)ccc1Cl
  2, -2.3, 6, 1.3, 4, 1.2, 1, -6, -1.3
CCOc1ccc(N2C(=O)CC(S/C(N)=N/N=C/c3cccs3)C2=O)cc1 (configuration not stated)
  0, 0.5, 4, -1.1, 25, -3.1, -6, 9, /
CCOC(=O)N=Nc1c(O)n(Cc2ccccc2)c2ccccc12
  -4, -0.8, 2, 0.1, 11, 0.3, 1, -16, /
CC12CCC(=O)N1C(C(=O)Nc1ccc(F)c(Cl)c1)CS2 (configuration not stated)
  0, -1.2, 2, -6.7, 4, 0.4, -15, 7, /
Cn1c(SCC(=O)Nc2cccc(C(=O)O)c2)nnc1-c1cc2cc(Br)ccc2o1
  0, -4.2, -6, -0.6, -2, 2.0, -2, 0, 0.0
CC(=O)c1sc(Nc2cccc(C)c2)nc1C
  -1, -3.2, -4, -0.5, 26, -1.4, -4, 5, /
CCn1cc(C(=O)NCc2ccco2)c(=O)c2cc(S(=O)(=O)N3CCCC3)ccc21
  0, -3.9, 7, -0.1, 6, -1.0, -1, 11, /
CCCSC1=C(C#N)C(c2ccc(Cl)cc2Cl)CC(=O)N1 (configuration not stated)
  1, -4.9, 5, -3.0, 6, 1.6, -5, 3, /
CCOC(=O)c1cnc(-n2nc(C)cc2C)nc1NC(C)c1ccccc1 (configuration not stated)
  4, -4.1, -4, -0.5, 8, 4.3, -3, -5, 3.1
CCOc1ccc(CNC(=S)NCc2ccc(OCC)cc2)cc1
  -2, -2.5, 0, -0.2, 9, 0.7, 0, 4, /
CC(=O)N1C(Nc2ccc(Cl)cc2)CCN1c1ccccc1 (configuration not stated)
  -6, -2.7, 3, 0.2, -6, 0.6, -4, 10, 0.1

Shown tab-delimited: 4 of the compounds above
compound	FBA Mtb inh	FadD28 FP inh	PrPC TRFRET	BoNT-A LC inh2	GDH-TPI counter	UGM FP inh	BoNT-F LC inh	CCHF vOTU inh	BioA inh
CCc1c(C)[nH]c2c(C)cccc2c1=O	-1	-1.3	-2	0.2	12	-1.7	6	0	-0.1
Cc1nn2c(CN(C(=O)c3ccco3)c3ccccc3)nnc2c2ccccc12	7	-3.1	0	-0.3	-3	/	-1	6	/
CCN1CCN(CCCNC(=O)c2cc3c(=O)[nH]c4ccccc4c3s2)CC1	89*	-0.4	-10	0.4	7	0.2	-1	-60	1.6
COCCN(Cc1cc2cc(C)ccc2n2nnnc12)C(=S)Nc1ccc(OC)cc1	-3	-4.3	-2	0.2	-10	/	7	-6	/

(listing goes on)
Every second line gives: FBA Mtb inh, FadD28 FP inh, PrPC TRFRET, BoNT-A LC inh2, GDH-TPI counter, UGM FP inh, BoNT-F LC inh, CCHF vOTU inh, BioA inh
CCOc1ccc(Br)cc1S(=O)(=O)NCCN(C)C
  -2, 0.1, 2, 1.5, 3, -2.8, -14, 7, -2.1
Cc1nc2ccccn2c(=O)c1NC(=O)c1ccc2c(c1)OCO2
  3, -1.8, -1, -0.1, 25, /, -1, -9, -0.1
CCOC(=O)C1(C)/C(=N/Nc2ccc(Cl)cc2)C(=O)C(=O)N1c1ccccc1 (configuration not stated)
  -7, 0.5, 5, -0.2, 5, -1.9, -10, 17, -2.5
COc1ccc(C(=O)NC2CCCc3c2cnn3-c2cc(F)cc(F)c2)c(OC)c1OC (configuration not stated)
  0, -3.6, 8, -1.4, -6, -0.9, -1, 0, 4.3
O=C(NC(=S)NCc1ccccc1)c1cccc([N+](=O)[O-])c1
  -3, -3.7, -13, 4.2, 5, 3.3, ?, -5, 2.3
Cc1ccc(NC(=O)CN2CCC(NC(=O)c3ccccc3F)CC2)cc1C
  1, -2.6, -10, -1.4, 2, 0.2, 5, -8, -0.4
Cc1cccc(NC(=S)NN2CCN(C)CC2)c1C
  -1, -3.8, 3, 0.0, -1, -1.1, -5, 5, 0.0
O=C(COC(=O)C1CC1)Nc1c(Cl)cccc1C(F)(F)F
  0, 0.9, 5, -3.3, 1, 1.9, -2, -8, 7.1
COc1ccc(S(=O)(=O)N2CCCCC2)cc1NC(=O)Cc1sc(C)nc1-c1ccc(F)cc1
  4, -2.0, 19, 5.2, 8, /, 1, 3, -0.4
COc1cccc(C(=O)NCC2(c3ccc(OC)c(OC)c3)CCCC2)c1
  0, -3.1, 7, -4.2, -4, -1.8, ?, 8, 1.1
O=C(COC(=O)CNC(=O)c1cccc([N+](=O)[O-])c1)Nc1cccc(S(=O)(=O)N2CCCC2)c1
  0, 1.1, -14, -0.4, 5, 4.3, -3, 3, /
CCCNC1=C(C)C(=O)C2=C(C1=O)C(COC(N)=O)[C@]1(OC)C3NC3CN21 (some centres not stated)
  2, -0.2, 0, -1.4, 1, -1.6, -32, -6, -0.3
COc1ccc(/C=N/NC(=O)c2ccc(=O)n(C)c2)cc1OC
  -2, -2.9, 9, 0.8, 21, -0.6, 0, 6, /
CC(CNC(=O)c1cncc(O)c1)NC(=O)c1cncc(O)c1 (configuration not stated)
  6, 0.8, 0, -0.5, 11, 3.4, -5, 15, 0.6
Cc1ccc(C)c(NC(=S)NNC(=O)c2csc3c2CCCC3)c1
  1, -1.8, -1, 0.5, 11, /, 1, -9, 2.6
O=C(CN1CCN(c2ccc(O)cc2)CC1)Nc1ccc2c(c1)OCCCO2
  1, -0.6, -5, 1.2, 9, -2.8, 10, 2, 0.2
CC(=O)c1ccc(NC(=S)Nc2ccc(Br)c(Cl)c2)cc1
  -3, -6.2, 0, -0.1, 6, 0.9, -5, 4, /
O=C(O)[C@H](Cc1ccccc1)NC(=O)N1CCN(c2ccc(F)cc2)CC1
  0, -2.9, -3, -0.3, -1, -0.2, -4, 3, -1.7
COCCC(=O)N1CCc2ccc(NC(=O)c3ccc(C(F)(F)F)cc3)cc2C1
  1, -2.0, 9, -2.4, 4, 2.7, 11, 3, 4.8
CSc1ccc(CCNC(=O)CCc2nnc3ccc(N4CCOCC4)nn23)cc1
  4, -0.9, -5, -0.5, -5, 0.8, -4, 12, -1.0
CCOc1ccc(N(CC(=O)NC2CCCCC2)C(=O)CCC(=O)Nc2nc(C)cs2)cc1
  -3, -1.8, 1, 2.3, -7, 2.2, -1, 10, -0.2
COc1cccc(NC(=O)c2c(C)cc(C)cc2CC(C)(C)C(=O)O)c1
  -20, -2.9, -5, ?, -6, 0.3, ?, 7, /
O=C(Nc1ccc(NC(=O)c2cccs2)cc1Cl)c1ccco1
  0, -0.7, 2, -2.0, 3, 2.7, -8, -14, /
O=C(Nc1cc(C(F)(F)F)ccc1F)C1Cc2c(-c3ccccc3Oc3ccccc3)ccnc2O1 (configuration not stated)
  0, -2.4, 7, -0.2, 13, /, -6, 36*, -0.2
Cc1ncn(C23CC4CC(CC(C4)C2)C3)n1
  8, 0.2, 7, -4.1, 8, 0.3, -18, -14, /
Cc1ccc2[nH]c3c(c2c1)SC(C)(C)CC3=O
  5, -22, -4, 0.1, 10, -0.7, -4, -2, -0.1
O=C(NCCO)c1ccc2nc(Cc3cccc(Cl)c3)oc2c1
  0, -2.2, 6, -1.5, -3, -2.5, 10, 1, 0.0
CCCCn1c(C(C)O)nc2ccccc21 (configuration not stated)
  3, -3.0, 1, -0.1, 2, -1.1, ?, 8, -1.3
CCOC(=O)CC1C(=O)NCCN1S(=O)(=O)c1ccc(Br)cc1 (configuration not stated)
  -3, -2.8, 0, -0.5, -4, -2.0, 0, -6, /
COc1cc(NC(=O)c2ccccc2Cl)c(OC)cc1NC(=O)CN1CCOCC1
  -3, -0.3, -3, -0.4, -2, 0.9, -1, 4, -1.4
Cn1c(N)c(C(=O)CSc2nc3ccccc3[nH]2)c(=O)n(C)c1=O
  2, -1.9, 5, -0.8, -4, -3.5, -2, -3, -3.1
O=C(Nc1cccc(Br)c1)c1cc(=O)c2ccccc2o1
  3, -1.5, -2, -0.5, -2, 3.1, 3, -3, -1.8
CCN1CCN(CCNC(=O)c2ccc(/C=C3/Sc4ccccc4N(Cc4cccc(C)c4)C3=O)cc2)CC1
  2, -14, -15, 0.2, 7, 0.6, -2, -16, -3.6
COc1ccc(CN2CCC(=O)NC2=O)cc1
  1, 2.2, 1, -6.0, 0, 1.7, -4, 0, 0.3
O=C(CCc1ccccn1)N1CCCC(N2CCN(c3cccc(C(F)(F)F)c3)CC2)C1 (configuration not stated)
  -6, -5.3, -2, -0.4, 8, 1.3, 10, 13, 0.9
O=C(Cn1cnc2ccccc2c1=O)c1ccc(OC(F)F)cc1
  5, -1.3, -5, -1.0, 5, 1.7, 0, -5, -2.5
Cc1csc(=Nc2ccccc2)n1CCCN1CCCC1=O
  -2, 0.3, 10, 2.1, 6, 2.3, -3, -5, 14
